Compound activity from PubChem BioAssay.
PTHR1 ag: PTHR1 (human) receptor agonism | Q03431 | HEK293 GP2 PTHR1 cells, GloSensor cAMP luminescence, 1 h | Potency, µM (top dose mostly 115 µM), for inactives: at the highest dose activation, most hits filed as activators | hit rate 0.075% among 410,000 | AID 743266; also: potency is read from the fitted curve at half-maximal effect; nearly all actives have a fitted effect of over 55% in size; some results filed as inactive show a strong effect at the top dose; inactives centre near -15; many of its hits are not listed in these tables
Target sequence (Q03431 whole entry, looked up): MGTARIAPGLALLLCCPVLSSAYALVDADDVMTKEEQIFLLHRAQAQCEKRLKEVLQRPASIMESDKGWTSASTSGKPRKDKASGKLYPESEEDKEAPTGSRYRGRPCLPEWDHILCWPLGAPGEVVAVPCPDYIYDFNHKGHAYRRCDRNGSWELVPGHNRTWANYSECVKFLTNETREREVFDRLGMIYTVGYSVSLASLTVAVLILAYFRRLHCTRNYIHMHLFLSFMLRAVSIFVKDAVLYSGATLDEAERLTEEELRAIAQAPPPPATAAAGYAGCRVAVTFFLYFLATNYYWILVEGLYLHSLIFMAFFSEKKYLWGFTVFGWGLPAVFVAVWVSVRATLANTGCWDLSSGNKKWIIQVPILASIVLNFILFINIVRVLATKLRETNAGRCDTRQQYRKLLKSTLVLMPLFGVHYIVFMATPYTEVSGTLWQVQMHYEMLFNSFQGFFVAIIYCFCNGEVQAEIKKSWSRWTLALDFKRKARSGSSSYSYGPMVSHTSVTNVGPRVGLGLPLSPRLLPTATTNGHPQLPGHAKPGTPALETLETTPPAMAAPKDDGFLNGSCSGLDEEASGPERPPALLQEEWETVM
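HEK-293-derived GP2 cells expressing PTHR1 and a GloSensor cAMP reporter, 3,000/well, plated overnight, given luciferin plus IBMX (each 0.5 mM as added) for 1 h at 37 °C, then compound for 1 h at 37 °C. Luminescence was read after 15 min at room temperature.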
TDP-43 yeast inh: inhibitors of TDP-43 toxicity in yeast | TDP-43 expressing yeast growth rescue, BacTiter-Glo, 24 h | Potency, µM (top dose mostly 46.1 µM), for inactives: top-dose growth rescue (activation), hits mostly activators | hit rate 1.8% among 410,000; also: potency is read from the fitted curve at half-maximal effect; % of control where 0% means no effect; nearly all actives have a fitted effect of over 50% in size
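Galactose-induced TDP-43 yeast, OD600=0.02, compound pinned; 24 hr, 30 deg C; BacTiter-Glo luminescence for growth. Inhibitors of TDP-43 toxicity read as activators.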
aSyn rescue: alpha-synuclein toxicity inhibition in yeast; Yeast expressing alpha-synuclein, growth rescue, BacTiter-Glo, 24 h; Potency, µM (highest dose often 46.1 µM), for the others: at the top dose growth rescue (activation), hits mostly activators; hit rate 0.14% among 370,000; also: potency is read from the fitted curve at half-maximal effect; % of control where 0% means no effect; nearly all actives have a fitted effect of over 65% in size
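Galactose-induced alpha-syn yeast (OD600=0.02, raffinose-pregrown) + pinned cpd, 24 hr, 30 deg C; growth by BacTiter-Glo luminescence. Growth restoration scores as activation.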
Akt phos inh: Akt phosphorylation inhibition | Neuro2A IGF-stimulated pAkt S473 HTRF, 20 min; hits give low values | activity change, % for hits at 50 µM | hit rate 0.32% among 360,000 | AID 651550; in the data active = activity change below about -80%; inconclusive = mostly about -51% to -80%; also: % is scaled to controls: 0 for no effect and ±100 for the full control effect
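Single-point screen (50 µM final compound) in Neuro2A cells stimulated 20 min with 6 nM IGF at 37 deg C. After lysis, Ser473-phosphorylated Akt read by HTRF (ex 330 nm, em 615/665 nm) as the 665/615 ratio.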
FUS suppressor: FUS proteinopathy suppression in yeast | S. cerevisiae FUS-expressing, growth rescue, OD600, 24 h | hit rate 0.24% among 390,000 | Potency, µM (doses to about 76.6 µM), for the others: at the top dose growth rescue (activation), usual class: activators;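 also: potency is read from the fitted curve at half-maximal effect; plate controls were DMSO vehicle for no effect and reference control for full effect; nearly all actives have a fitted effect of over 55% in size; some results filed as inactive show a strong effect at the top dose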
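Restored growth of FUS-toxic S. cerevisiae, read as 600 nm absorbance after 24 h at 30C in galactose medium (starting OD 0.005). Controls CP55940 and DMSO.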
GLP1R ag: GLP-1 receptor (human) agonism. P43220. HEK293 GLP-1R CRE-luciferase, luminescence, 4-6 h; cells express a hypersensitive GLP-1R form. Potency, µM (highest dose often 45.6 µM), for the others: at the top dose activation, most hits filed as activators. hit rate 0.007% among 380,000; also: potency is read from the fitted curve at half-maximal effect; % of control where 0% means no effect
Target sequence (P43220 whole entry, looked up): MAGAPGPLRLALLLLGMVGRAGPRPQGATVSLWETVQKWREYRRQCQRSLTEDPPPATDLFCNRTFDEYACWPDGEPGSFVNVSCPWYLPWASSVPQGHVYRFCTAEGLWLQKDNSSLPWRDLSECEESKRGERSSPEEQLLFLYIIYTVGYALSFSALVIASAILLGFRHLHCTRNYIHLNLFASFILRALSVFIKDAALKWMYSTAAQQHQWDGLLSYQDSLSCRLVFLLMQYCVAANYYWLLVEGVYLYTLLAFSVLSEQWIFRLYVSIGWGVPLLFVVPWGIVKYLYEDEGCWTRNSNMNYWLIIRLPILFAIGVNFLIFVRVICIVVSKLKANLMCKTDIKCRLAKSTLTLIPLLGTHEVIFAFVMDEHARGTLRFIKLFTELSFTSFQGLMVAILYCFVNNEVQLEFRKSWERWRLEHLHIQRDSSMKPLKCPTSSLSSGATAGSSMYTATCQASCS
Abeta rescue: compounds reversing amyloid beta toxicity in yeast; yeast expressing A-beta42, growth rescue, OD600, 48 h; response scale: 0% DMSO, 100% iron-clioquinol control; Potency, µM (top dose mostly 46.1 µM), for inactives: at the top dose growth rescue, actives largely listed as activators; hit rate 0.063% among 410,000; AID 1347071; also: potency is read from the fitted curve at half-maximal effect; nearly all actives have a fitted effect of over 55% in size
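Yeast A-beta toxicity model in growth medium with pinned compounds, 48 h at 30 C; growth read as absorbance at 600 nm. Normalized to FeCl3/clioquinol equimolar mix (positive) and DMSO (negative).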
GLP1R inv ag: GLP-1 receptor (human) inverse agonism; P43220; HEK293 GLP-1R CRE-luciferase, luminescence, 24 h; GLP-1R form is constitutively active; Potency, µM (doses to about 38.3 µM), for inactives: at the highest dose activity change, negative = inhibition, most hits filed as inhibitors; hit rate 1.6% among 410,000; AID 624417; also: potency is read from the fitted curve at half-maximal effect; % is scaled to controls: 0 for no effect and ±100 for the full control effect; nearly all actives have a fitted effect of over 55% in size
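Constitutively active GLP-1R drives a cAMP-responsive luciferase in stably transfected HEK293 cells; test compounds are added after overnight (12 h) attachment and left 24 hr, and signal loss in luminescence marks inhibition.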
DRD3 antagonist: antagonists of human D3 dopamine receptor; P35462; D3R cells, DiscoveRx beta-arrestin luminescence, antagonist mode; hits give low values; max response, negative = inhibition, %; hit rate 2.5% among 360,000; AID 652054; in the data active = max response below about -50%; inconclusive = no clear call, values can overlap the other calls; also: % is scaled to controls: 0 for no effect and ±100 for the full control effect; mostly tested at two doses, the higher about 12 µM
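Cells expressing the human receptor were seeded at 1500 cells/well, incubated overnight at 37 degrees C in 5% CO2, then exposed to library compounds with dopamine controls for 90 minutes at 37 degrees C before luminescent detection.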
An asterisk follows results filed as active; i = inactive; ? = inconclusive; nt = no result given; [ ] = dose if it differs, or a comment. Unless noted, calls follow the shape of the dose curve; as a rule, active = well fitted curve in the direction sought with a large enough effect; inconclusive = small, poorly fitted or top-dose-only effect, or another doubt; inactive = no such curve, though single readings can be large; an effect the other way counts as inactive or inconclusive. These rows are one share of the data (hit frequency here may not be typical).

SMILES	PTHR1 ag	TDP-43 yeast inh	aSyn rescue	Akt phos inh	FUS suppressor	GLP1R ag	Abeta rescue	GLP1R inv ag	DRD3 antagonist
O=c1c2ccccc2nc(CSc2nnnn2-c2ccccc2)n1-c1cccc(C(F)(F)F)c1	-2%[57.5 µM]	-18%	2%	nt	38%	2%	-23%	-10%	26
CC(C)n1c(N2CCN(C(=O)N3CCCCC3)CC2)nc2ccccc21	-13%	?	5%	i	-21%	1%	-2%	-28%	-4
COc1ccc([N+](=O)[O-])cc1NC(=O)Nc1ccc(OC)c(OC)c1	-42%[inhibitor]	-14%[0.397 µM]	3%	i	18%	7%	-2%	-30%	0
COC(=O)c1ccc(CSc2cc(C)c3cc(C)cc(C)c3n2)o1	-35%[inhibitor]	12%	0%	i	-27%	10%	-10%	-1%	-4
COc1ccc(-c2nnc(SCC(=O)N3CCCC(C)C3)o2)c(OC)c1 (configuration not stated)	i	?	6%	i	12%	0%	6%	2%	6
Cc1ccc(NC(=O)c2cccc3c2-c2ccccc2C3=O)cc1C	i	22%	-19%	i	12%	-2%	-15%	-10%	-15
O=C(CSc1nccn1Cc1ccco1)Nc1ccccc1C(F)(F)F	i	-7%	0%	i	15%	-1%	18%	-9%	-19
CC1CCN(Cc2nnnn2CCCC(=O)NCCN2CCOCC2)CC1	i	-11%	-1%	i	nt	-5%	-14%	-1%	9
Cc1onc(-c2ccccc2Cl)c1C(=O)Nc1cc(=O)n(C)c(=O)n1C	i	-8%	-2%	i	-11%	5%	6%	5%	2
Cc1cccc(OCCOCCSc2ncccn2)c1	-8%[57.5 µM]	0%	0%	i	-5%	7%	6%	10%	2
COc1ccc(Cl)cc1NC(=O)c1sc2nc(C)nc(N3CCOCC3)c2c1C	i	-16%	-2%	i	14%	-1%	-27%	10%	6
NC(=NC(=O)c1ccccc1)N1N=CCC1c1ccccc1 (configuration not stated)	i	-6%	-5%	i	14%	5%	4%	?	-3
CCCCC(=O)N1CCN(c2nc3ccc(F)cc3s2)CC1	-4%	16%	11%	i	-3%	-2%	nt	?	-2
Cc1ccc2cccc(OCc3ccc(F)cc3)c2n1	-6%	17%	-12%	i	-10%	-2%	-3%	?	-22
Cc1ccc(NC(=O)c2cccs2)cc1NC(=O)c1cccnc1	i	0%	0%	i	-33%	14%	6%	-6%	20
CCCN(CCC)CCNC(=O)c1nn(C)c2c1CS(=O)(=O)c1ccccc1-2	-7%	4%	nt	nt	22%	nt	5%	-3%	nt
O=C(O)C1C2C=CC(C2)C1C(=O)N1CCOCC1 (configuration not stated)	-3%[57.5 µM]	2%	-12%	i	17%	-2%	-4%	-12%	-20
CC(C#N)OC(=O)c1cccnc1SCC(=O)Nc1ccc2c(c1)OCO2 (configuration not stated)	-11%	1%	5%	i	16%	29%	-6%	51%[activator]	-18
COCCNC(=O)C1CCC(=O)N1S(=O)(=O)c1ccc(C)cc1 (configuration not stated)	-55%	-10%	-16%	i	12%	4%	-6%	-5%	-4
COc1ccc(C(=O)NC2CCN(Cc3ccccc3)C2)cc1S(=O)(=O)N1CCOCC1 (configuration not stated)	i	-26%	-2%[1.84 µM]	i	21%	0%	-6%	-2%	-18
COc1ccc(Cl)cc1C(=O)Nc1ccc(Br)c(C)n1	i	-13%	3%	i	-10%	2%	-5%	-1%	12
Cc1cccc(NC(=O)NNC(=O)COc2ccc3ccccc3c2)c1	-8%	4%	-4%	i	-7%	-5%	-5%	-13%	-15
CCCCNC(=O)c1c[nH]c2ccc(S(=O)(=O)Nc3ccc(OCC)cc3)cc2c1=O	-16%[57.5 µM]	4%	0%	i	27%	1%	16%	-13%	-22
Cc1cccc(NC(=O)CN2C(=S)NC(C)(C)CC2C)c1C (configuration not stated)	i	-13%	-9%	i	10%	3%	16%	6%	13
O=C(NNC(=O)c1cc(OCC(F)(F)F)ccc1OCC(F)(F)F)c1ccc(Cl)c(Cl)c1	-76%[inhibitor][57.5 µM]	3%	0%	i	-14%	-20%	-3%	?	60
CS(=O)(=O)N(CC(=O)NCCSCc1cccc(Cl)c1)c1ccccc1F	-23%	3%	-1%	i	13%	15%	-7%	-18%	0
Oc1c(C(c2ccccc2)N2CCN(c3ccccc3)CC2)sc2nc(-c3ccco3)nn12 (configuration not stated)	19%	-7%	nt	nt	-3%	nt	-11%	11%	nt
COC(=O)/C(=C\Nc1ccc(Cl)cc1Cl)NC(=O)c1ccccc1	i	6%	-4%	i	3%	2%	-13%	?	11
O=C(NCc1ccc(F)cc1)c1[nH]c(C(F)(F)F)nc1-c1ccccc1	i	12%	4%	i	7%	2%	1%	-14%	-7
COc1ccc(C(=O)NNC(=S)NC(=O)c2ccc(Cl)cc2)cc1	-3%	-10%[1.82 µM]	8%	i	16%	1%	?	?	-4

Exported with values under each structure: part of the list above
Below each SMILES – PTHR1 ag	TDP-43 yeast inh	aSyn rescue	Akt phos inh	FUS suppressor	GLP1R ag	Abeta rescue	GLP1R inv ag	DRD3 antagonist
> Cc1cccc(NC(=O)NNC(=O)COc2ccc3ccccc3c2)c1
  -8%	4%	-4%	i	-7%	-5%	-5%	-13%	-15
> CCCCNC(=O)c1c[nH]c2ccc(S(=O)(=O)Nc3ccc(OCC)cc3)cc2c1=O
  -16%[57.5 µM]	4%	0%	i	27%	1%	16%	-13%	-22
> Cc1cccc(NC(=O)CN2C(=S)NC(C)(C)CC2C)c1C (configuration not stated)
  i	-13%	-9%	i	10%	3%	16%	6%	13
> O=C(NNC(=O)c1cc(OCC(F)(F)F)ccc1OCC(F)(F)F)c1ccc(Cl)c(Cl)c1
  -76%[inhibitor][57.5 µM]	3%	0%	i	-14%	-20%	-3%	?	60
> CS(=O)(=O)N(CC(=O)NCCSCc1cccc(Cl)c1)c1ccccc1F
  -23%	3%	-1%	i	13%	15%	-7%	-18%	0
> Oc1c(C(c2ccccc2)N2CCN(c3ccccc3)CC2)sc2nc(-c3ccco3)nn12 (configuration not stated)
  19%	-7%	nt	nt	-3%	nt	-11%	11%	nt
> COC(=O)/C(=C\Nc1ccc(Cl)cc1Cl)NC(=O)c1ccccc1
  i	6%	-4%	i	3%	2%	-13%	?	11
> O=C(NCc1ccc(F)cc1)c1[nH]c(C(F)(F)F)nc1-c1ccccc1
  i	12%	4%	i	7%	2%	1%	-14%	-7
> COc1ccc(C(=O)NNC(=S)NC(=O)c2ccc(Cl)cc2)cc1
  -3%	-10%[1.82 µM]	8%	i	16%	1%	?	?	-4

The list goes on:
SMILES	PTHR1 ag	TDP-43 yeast inh	aSyn rescue	Akt phos inh	FUS suppressor	GLP1R ag	Abeta rescue	GLP1R inv ag	DRD3 antagonist
COC(C[C@@H]1O[C@H]1[C@@H](O)COCc1ccccc1)OC	i	11%	1%	i	-26%	-1%	0%	17%	0
CCCCCOc1ccccc1C(=O)NCC(=O)O	-6%	1%	14%	i	-26%	1%	-6%	18%	-3
COCCNC(=O)c1csc(Nc2cccc3ccccc23)n1	i	28%	0%	i	-1%	3%	-11%	1%	16
O=C(c1cccs1)N(c1cccc(Cl)c1)C1C=CS(=O)(=O)C1 (configuration not stated)	-16%	4%	-4%	i	-24%	-3%	-4%	-2%	23
O=C(CC12CC3CC(CC(C3)C1)C2)Nc1nncs1	i	2%	-5%	i	16%	-5%	8%	11%	-18
CCC(C(=O)NCc1ccco1)n1nc(-c2ccc(OC)cc2)ccc1=O (configuration not stated)	10%[57.5 µM]	13%	9%	i	15%	-2%	14%	3%	8
COc1ccc(CNc2ncc(-c3ccccc3)n2C)c(OC)c1OC	i	22%	12%	i	-2%	-1%	8%	-22%	1
CC(=O)c1ccccc1C(=O)N1CCCC(C(=O)c2ccc(C(F)(F)F)cc2)C1 (configuration not stated)	-35%[inhibitor]	-2%	-2%	i	12%	6%	-21%	3%	22
Cc1ccc(CNC(=O)CN(CCc2ccccc2)S(C)(=O)=O)cc1	i	-12%	2%	i	8%	7%	-10%	-18%	-4
CCOC(=O)c1ccc(NC(=S)N2CCCC2c2ccc(OC)c(OC)c2)cc1 (configuration not stated)	-6%	12%	4%	i	26%	26%	2%	-30%	-1

2 records picked at random from those above, as already listed:
SMILES	PTHR1 ag	TDP-43 yeast inh	aSyn rescue	Akt phos inh	FUS suppressor	GLP1R ag	Abeta rescue	GLP1R inv ag	DRD3 antagonist
COCCNC(=O)c1csc(Nc2cccc3ccccc23)n1	i	28%	0%	i	-1%	3%	-11%	1%	16
CCOC(=O)c1ccc(NC(=S)N2CCCC2c2ccc(OC)c(OC)c2)cc1 (configuration not stated)	-6%	12%	4%	i	26%	26%	2%	-30%	-1

(cont.)
SMILES	PTHR1 ag	TDP-43 yeast inh	aSyn rescue	Akt phos inh	FUS suppressor	GLP1R ag	Abeta rescue	GLP1R inv ag	DRD3 antagonist
COc1cc2[nH]c(C(=O)N3CCc4ccccc43)cc2c(OC)c1OC	-3%	?	2%	i	13%	14%	-4%	-15%	13
CCc1ccc(CN2CCC(n3nccc3NC(=O)c3ccccc3OC)CC2)o1	-21%	15%	-1%	i	-29%	32%	6%	4%	21
Cc1oc(-c2cc(F)ccc2F)nc1CN1CCN(c2cnccn2)CC1	i	-17%[0.397 µM]	-1%	i	12%	10%	4%	8%	5
CCn1cc(CNC(=O)c2ccc(OC3CCN(Cc4ccccn4)CC3)cc2)cn1	?	-26%	-3%	i	18%	0%	-11%	?	-5
C/C=C1\COC(C(=O)NCc2ccccc2)(C(F)(F)F)C=C1C=C(C)C (configuration not stated)	-16%	22%	-14%	i	-9%	8%	-14%	10µM*	-17
CC1=CC(=O)C=CC1(C)C(Cl)Cl (configuration not stated)	i	-4%	10%	i	-34%	1%	-12%	2%	-2
Cc1ccc(SCCCn2cnc3ccccc3c2=O)cc1	-18%[57.5 µM]	?	13%	i	19%	24%	-3%	?	20
